Bioassay records as filed in PubChem BioAssay.
LMNA splice mod = modulators of lamin A splicing. HeLa LMNA splicing GFP/RFP minigene ratio, 48 h. Potency, µM (doses to about 46.1 µM), for inactives: at the top dose ratio change, negative = inhibition, most hits filed as inhibitors. 200,000 tested, 0.01% active; active means well fitted inhibition curve with a large enough effect in the signal ratio, with a control signal flat, not every such curve was filed as active; inconclusive means small, poorly fitted or top-dose-only effect, or effect the other way, or a change in a side signal; the % refers to the signal ratio
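S3 HeLa stable clones carrying a lamin A-EGFP splicing minigene plus DsRed2 were seeded at 600 cells/well in Opti-MEM with 2% FBS, pin-dosed and incubated 48 h at 37°C. Acumen cytometry (488 nm) gave the GFP/RFP total-intensity ratio.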
Tau fibril ThT = blocks human tau fibril formation measured by thioflavin T | P10636 | recombinant tau K18 P301L (four-repeat tau fragment), heparin-induced fibrillization, ThT fluorescence | Potency, µM (titrated, usually from 57.4 µM), for the others: top-dose activity, negative = inhibition, hits mostly inhibitors | 270,000 tested, 2.1% active | AID 1460; active means well fitted inhibition curve with a large enough effect; inconclusive means small, poorly fitted or top-dose-only effect; further: nearly all actives have a fitted effect of over 55% in size
Target sequence (P10636 561-689 P618L limits assumed): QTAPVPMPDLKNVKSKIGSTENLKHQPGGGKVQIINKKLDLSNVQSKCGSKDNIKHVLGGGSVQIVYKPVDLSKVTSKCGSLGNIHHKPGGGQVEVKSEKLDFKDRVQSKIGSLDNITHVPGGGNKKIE
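In this qHTS, human K18 P301L tau is incubated with compound and heparin for 6 hr at 37 C, and Thioflavin T fluorescence then reports fibril load.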
The depositor's hits bear a star; ? = inconclusive; [ ] = dose if it differs, or a comment. On the % scale 0 is the no-effect control and ±100 the full control effect; potency means the concentration at half of the fitted maximal effect. An excerpt; rates above refer to the full screens.

SMILES	LMNA splice mod	Tau fibril ThT
CCOC(=O)c1cc(-c2ccccc2)n(-c2cccc(C(=O)Nc3ccc(OCC)cc3)c2)c1C	-7.9%[46 µM]	-5.2%
CCOC(=O)c1c(C)oc2nc(C)nc(NCc3cccc(Cl)c3)c12	?	-14.1%
CC(=O)N1CCc2c(sc3c2c(=O)n(-c2ccccc2)c(=O)n3CC(=O)Nc2ccccc2)C1	13.4%[46 µM]	3.4%
Cc1ccc2onc(CC(=O)N(C)c3ccccc3)c2c1	?	?
Cc1ccc(N2CC(C(=O)NCc3nnnn3-c3ccc(C)c(C)c3)CC2=O)cc1 (stereo not drawn)	-4.7%[46 µM]	-1.0%
O=C(CN1CCN(S(=O)(=O)c2cc(Cl)ccc2Cl)CC1)Nc1cccc(F)c1	?	-2.3%
Cc1ccc(-c2cn3c(n2)sc2cc(C(=O)NCCC4=CCCCC4)ccc23)cc1	-5.2%[46 µM]	2.3%
Cc1ccc(CNC(=O)c2ccc(CSCc3cccc(C)c3)o2)cc1	?	-16.6%
COc1cc(NC(=O)Cn2nc3c(cc2=O)CC(C)CC3)cc(OC)c1OC (stereo not drawn)	-1.1%[46 µM]	2.5%
COc1ccc(Cc2c(C)nn(-c3nc(C)c(C(=O)Nc4cccc(C(C)=O)c4)s3)c2C)cc1	-2.7%[46 µM]	-14.9%
Cc1nn(CC(=O)NCc2cccc(F)c2)c(=O)c2c(C)n(-c3ccc(Cl)cc3)nc12	-11.3%[46 µM]	8.3%
CCCN(CCC)C(=O)C1CCCN(c2ncnc3onc(-c4ccc(F)cc4)c23)C1 (stereo not drawn)	6.6%[46 µM]	-1.1%
Cc1ccc(C2c3[nH]c4ccccc4c3CCN2C(=O)CSCc2ccc(F)cc2)cc1 (stereo not drawn)	-11.7%[46 µM]	-10.0%
Cc1cc(C)c2c(=O)nc(SCc3ccccc3C)n(C3CC3)c2n1	-12.6%[46 µM]	?
COc1ccc(-n2ncc(C(=O)N3CCOCC3)c2C2CCN(C(=O)OC(C)(C)C)CC2)cc1	?	-6.4%
CCc1nc2ccc(C(=O)NCCc3ccc(OC)c(OC)c3)cc2nc1CC	-5.2%[46 µM]	?
O=C(Nc1cccc(C(=O)N2CCN(c3ccc(F)cc3)CC2)c1)c1nsc2ccccc12	?	-10.5%
CCOc1ccc(-c2cc(C(=O)N3CCN(c4cc(Cl)ccc4C)CC3)c3ccccc3n2)cc1	6.0%[46 µM]	3.6%
O=C1c2oc3ccccc3c(=O)c2C(c2ccc(O)cc2)N1Cc1ccc2c(c1)OCO2 (stereo not drawn)	7.2%[46 µM]	12.4%
CCOc1ccccc1NC(=O)C1CCCN(c2ncnc3onc(-c4ccc(F)cc4)c23)C1 (stereo not drawn)	-4.8%[46 µM]	-4.1%
COc1cccc(OC)c1C(=O)Nc1ccc2c(c1)CCCN2S(=O)(=O)c1ccc(C)cc1	?	7.3%
COc1cc(OC)c(NC(=O)C2CCN(S(=O)(=O)c3c(C)noc3/C=C/c3c(C)cc(C)cc3C)CC2)cc1Cl	25.9%[46 µM]	4.2%
Cc1ccc(N2CC(NC(=O)c3ccc(Br)o3)CC2=O)cc1C (stereo not drawn)	-10.1%[46 µM]	6.0%
COc1ccc(-c2cn3c(n2)sc2cc(C(=O)Nc4cccc(OC)c4)ccc23)cc1	12.6%[46 µM]	-5.8%
O=S(=O)(NCCc1csc2nc(-c3ccccc3)nn12)c1cccs1	7.9%[46 µM]	?
(more compounds)
SMILES	LMNA splice mod	Tau fibril ThT
Cc1cccc(C(=O)N2CCc3cc(CNC(=O)CSc4ccccc4)ccc32)c1	-2.7%[46 µM]	-11.2%
CC(C)(C)c1ccc(C(=O)NCC(=O)OCc2cc(=O)n3nc(C4CC4)sc3n2)cc1	-14.6%[46 µM]	-12.8%
O=c1cc(-c2ccc(F)cc2)nc(SCc2nc(-c3ccc(Cl)cc3)no2)[nH]1	?	11.0%
CC1CCC(NC(=O)c2ccc(CS(=O)(=O)c3ccc(Cl)cc3)o2)CC1 (stereo not drawn)	?	4.1%
O=C(CSc1nc2c([nH]c3ccccc32)c(=O)n1-c1ccccc1)Nc1ccc2c(c1)OCO2	4.5%[46 µM]	0.9%
Cc1ccc(-c2nn3c(=O)cc(CN4CCN(S(=O)(=O)c5ccc(Cl)cc5)CC4)nc3s2)cc1	-5.2%[46 µM]	-9.2%
Cc1cccc(OCC(=O)Nc2cccc(C(=O)OCc3cc(=O)n4c(C)csc4n3)c2)c1	5.0%[46 µM]	?
O=C(Nc1ccc(Cl)cc1)c1ccc(-n2cnnc2)cc1	?	6.9%
O=C(CCn1c(=O)c2cccn2c2ccc(F)cc21)NCCc1ccccc1Cl	-1.5%[46 µM]	10.6%
O=C(CNC(=O)c1ccc(F)cc1)OCc1cc(=O)n2nc(C3CCCCC3)sc2n1	10.0%[46 µM]	?
Cc1ccc(Nc2nnc(-c3ccc(C)c(S(N)(=O)=O)c3)c3ccccc23)cc1	-14.0%[46 µM]	-9.7%
COc1ccc(CCNC(=O)c2cc(-c3ccc(C)cc3)nc3n[nH]c(-c4ccc(F)cc4)c23)cc1OC	?	11.6%
Cc1ccc(OCc2ccc(-c3nc(C#N)c(N4CCN(c5cccc(Cl)c5)CC4)o3)o2)cc1	?	-7.6%
COc1ccc(-c2cn3c(n2)sc2cc(C(=O)Nc4ccc(C)c(Cl)c4)ccc23)cc1	-6.2%[46 µM]	-9.0%
Cc1ccc(Cl)cc1NC(=O)CSC1=Nc2ccccc2C2=NC(Cc3ccccc3)C(=O)N12 (stereo not drawn)	-1.8%[46 µM]	-10.9%
CC(C)Oc1ccc(CNC(=O)c2ccc3c(c2)nc2n3CCOC2)cc1	1.9%[46 µM]	?
CC(=O)N1CCCc2cc(S(=O)(=O)N3CCC(C(=O)N(Cc4ccccc4)C(C)C)CC3)ccc21	?	-3.1%
O=C(Nc1cccc(Cl)c1Cl)c1cc(S(=O)(=O)N2CCC3(CC2)OCCO3)ccc1F	?	-7.2%
CSc1nc(Nc2ccc(C)cc2C)cc(-c2ccccc2)n1	?	-5.9%
CCN1CCN(C(c2ccccc2)c2c(O)cc(C)n(CCOC)c2=O)CC1 (stereo not drawn)	?	?
COc1ccccc1NC(=O)CSc1nc2nccnc2c(=O)n1CCc1c[nH]c2ccccc12	-0.7%[46 µM]	-3.3%
CCOc1ccc(NC(=O)CN2CCN(CC(=O)Nc3ccc(F)cc3F)CC2)cc1	12.8%[46 µM]	1.1%
O=C(COc1ccccc1)Nc1ccc2nc(SCC(=O)N3CCc4ccccc43)sc2c1	3.5%[46 µM]	?
COc1ccc(N2CCN(C(CNS(=O)(=O)c3ccc(OC)c(C)c3)c3ccco3)CC2)cc1 (stereo not drawn)	?	?
COc1ccc(N(Cc2nnc3n2CCCCC3)C(=O)Nc2ccc(Cl)cc2)cc1Cl	20.4%[46 µM]	1.7%

Random excerpt: three entries already listed, in no set order.
SMILES	LMNA splice mod	Tau fibril ThT
CC(=O)N1CCc2c(sc3c2c(=O)n(-c2ccccc2)c(=O)n3CC(=O)Nc2ccccc2)C1	13.4%[46 µM]	3.4%
Cc1cc(C)c2c(=O)nc(SCc3ccccc3C)n(C3CC3)c2n1	-12.6%[46 µM]	?
O=C(Nc1ccc(Cl)cc1)c1ccc(-n2cnnc2)cc1	?	6.9%

A draw from above in order of count of non-hydrogen atoms, descending.
SMILES	LMNA splice mod	Tau fibril ThT
COc1ccc(N2CCN(C(CNS(=O)(=O)c3ccc(OC)c(C)c3)c3ccco3)CC2)cc1 (stereo not drawn)	?	?
CC(C)Oc1ccc(CNC(=O)c2ccc3c(c2)nc2n3CCOC2)cc1	1.9%[46 µM]	?
CC1CCC(NC(=O)c2ccc(CS(=O)(=O)c3ccc(Cl)cc3)o2)CC1 (stereo not drawn)	?	4.1%

Going on with the list.
SMILES	LMNA splice mod	Tau fibril ThT
Cc1ccc(CN2CCCn3nc(C(=O)NCCC(C)C)cc3C2=O)cc1	9.3%[46 µM]	-4.0%
CN(c1ncnc2c1c(-c1ccccc1)cn2-c1ccc(F)cc1)C1CCCCC1	?	-3.3%
Cc1ccc(CN(C(=O)c2ccc(OCC(C)C)cc2)c2ccccn2)o1	-6.1%[46 µM]	-12.3%
O=C(NC1CCCCC1)c1cc(Nc2ccccc2)nc2ccccc12	10.6%[46 µM]	-7.4%
COc1ccc(NC(=O)CSc2nc3ccccc3n2CC(=O)NCc2ccc(F)cc2)cc1	?	-11.3%
COc1ccc(-c2nc3scc(CCNS(=O)(=O)c4ccc(F)c(C(F)(F)F)c4)n3n2)cc1OC	-0.9%[46 µM]	-2.9%
CCOc1ccc(CNC(=O)Cn2c(=O)c3cccn3c3ccc(F)cc32)cc1	3.4%[46 µM]	-4.7%
CCOC(=O)c1c(NC(=O)c2cc3nc(-c4ccc(OC)cc4)cc(C(F)(F)F)n3n2)sc2c1CCC(C)C2 (stereo not drawn)	?	1.2%
Cc1ccccc1CSc1nc2ccsc2c(=O)n1CCC(C)C	?	1.0%
COc1ccc(C)cc1NC(=O)c1cc(S(=O)(=O)N2CCN(c3cccc(C)c3C)CC2)ccc1F	27.9%[46 µM]	14.4%
CSc1cccc(NC(=O)Cn2cnc(S(=O)(=O)N3CCCC3)c2)c1	?	4.8%
Cc1ccccc1OCc1ccc(-c2nc(C#N)c(N3CCN(c4ccccc4)CC3)o2)o1	-6.8%[46 µM]	-5.4%
CCOC(=O)c1c(C)oc2nc(C)nc(NCCCN3CCN(c4cccc(C)c4)C(C)C3)c12 (stereo not drawn)	-15.7%[46 µM]	?
Cn1nnnc1SCCCNCc1ccccc1OCc1ccccc1F	-16.7%[46 µM]	7.6%
CCOC(=O)c1ccc(NC(=O)CN2C(=O)c3cccnc3Oc3ccc(Cl)cc32)cc1	?	?
Cc1cc(C)cc(NC(=O)CSc2cc(C)[nH]c(=O)n2)c1	-8.3%[46 µM]	-9.1%
Cc1ccc(CNC(=O)C2CCN(S(=O)(=O)c3c(C)noc3/C=C/c3c(C)cc(C)cc3C)CC2)cc1	8.5%[46 µM]	2.7%
COc1cccc(C(=O)Nc2nc3ccc(S(=O)(=O)N4CCCC4)cc3s2)c1	?	?
CCOc1ccc(NC(=O)CCn2cnc3onc(-c4ccc(F)cc4)c3c2=O)cc1	?	5.0%
CCOC(=O)c1c(S(=O)(=O)N2CCC(C(=O)Nc3ccc(C)c(Cl)c3)CC2)c(C)n(C)c1C	?	9.2%
COc1ccc(C2(Nc3cccc(C(=O)O)c3C)C(=O)c3ccccc3C2=O)cc1	10.3%[46 µM]	1.6%
CC(=O)Nc1ccc(OCc2cc(=O)n3ccccc3n2)cc1	-4.1%[46 µM]	-12.0%
COc1ccc2cc(-c3nc4ccc(C(=O)O)cc4[nH]3)c(=O)oc2c1	?	?
CCc1ccc(S(=O)(=O)c2cn(CC)c3cc(N4CCOCC4)c(F)cc3c2=O)cc1	-12.0%[46 µM]	4.9%
COc1cc(C)ccc1OCCSc1nc2ccc(NC(C)=O)cc2s1	?	-5.0%

An excerpt of these results, with bars between the fields.
Structure | LMNA splice mod | Tau fibril ThT
CCOc1ccc(NC(=O)CCn2cnc3onc(-c4ccc(F)cc4)c3c2=O)cc1 | ? | 5.0%
CCOC(=O)c1c(S(=O)(=O)N2CCC(C(=O)Nc3ccc(C)c(Cl)c3)CC2)c(C)n(C)c1C | ? | 9.2%
COc1ccc(C2(Nc3cccc(C(=O)O)c3C)C(=O)c3ccccc3C2=O)cc1 | 10.3%[46 µM] | 1.6%

Carrying on:
SMILES	LMNA splice mod	Tau fibril ThT
Cc1ccc(-c2nc3cccnc3s2)cc1NC(=O)Cc1ccccc1	?	-12.2%
CCOc1ccc(CNC(=O)C2CCN(S(=O)(=O)c3ccc4c(ccn4C)c3)CC2)cc1	?	3.2%
CCc1ccc(NC(=O)CCS(=O)(=O)c2ccc3c(c2)oc(=O)n3C)cc1	10.0%[46 µM]	-2.6%
COC(=O)c1c(-c2ccc(Cl)cc2)noc1N1CCN(c2ccc(OC)cc2)CC1	?	-8.7%
CC(C)NC(=O)c1ccc2c(c1)nc1n2CCCCC1	0.7%[46 µM]	-2.2%
Cc1cccc(Cn2c(SCc3ccc(C(=O)NC4CCCC4)cc3)nc3cccnc32)c1	-3.8%[46 µM]	-2.2%
CCCN(C(=O)c1cc(S(=O)(=O)N2CCc3ccccc32)cn1C)c1ccc(OCC)cc1	14.2%[46 µM]	0.4%
Cc1c(C(=O)N2CCC(C)CC2)c(S(=O)(=O)Nc2cccc(C(F)(F)F)c2)c(C)n1C	-6.1%[46 µM]	1.2%
CC(C)Oc1ccc(C(=O)N2CCN(CCc3ccccn3)CC2)cc1	22.9%[46 µM]	4.1%
CCN(CC)S(=O)(=O)c1ccc2c(c1)N(CC(=O)N1CCN(c3cccc(Cl)c3)CC1)C(=O)CO2	3.9%[46 µM]	-3.5%
CC(C)(C)OC(=O)N1CCC(c2c(C(=O)N3CCN(C(=O)c4ccco4)CC3)cnn2-c2ccccc2Cl)CC1	-10.2%[46 µM]	-10.4%
Cc1cc(C)c(S(=O)(=O)Nc2ccc(-c3ccc(N4CCC(C)CC4)nn3)cc2)cc1C	-18.4%[46 µM]	?
CCOC(=O)c1cccc(NC(=O)Cn2c(=O)nc(-c3ccccc3)c3ccccc32)c1	?	8.9%
Cc1ccc(N2CCn3c2nc2c3c(=O)n(C/C=C/c3ccccc3)c(=O)n2C)cc1C	-7.6%[46 µM]	-12.9%
COc1ccccc1CNC(=O)Cn1c(-c2cccs2)cc2cc(F)ccc21	4.3%[46 µM]	1.6%
